Source: PubChem BioAssay (National Center for Advancing Translational Sciences (NCATS))
TCR act – Activators of T cell receptors: qHTS campaign; primary human leukocytes, anti-CD3, IL-2 HTRF, 48 h; Potency, µM (series often up to 9.22 µM), inactives show at the highest dose activation of IL-2 secretion, actives largely listed as activators; 330,000 tested, under 10 active; also: % of control where 0% means no effect
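Human primary leukocytes + a-CD3 beads + cpd, 48 hr; IL-2 in supernatant by HTRF (ex 320nm / em 665nm). No co-stimulatory signal supplied.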
Mito fusion act – qHTS Assay for Small Molecule Inhibitors of Mitochondrial Division or Activators of Mitochondrial Fusion. S. cerevisiae fusion-defective mutant growth rescue, CellTiterGlo 48 h. Potency, µM (series often up to 46.1 µM), without a hit: at the top dose growth rescue (activation), actives largely listed as activators. 320,000 compounds, 0.23% hits;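 also: potency is read from the fitted curve at half-maximal effect; % of control where 0% means no effect; nearly all actives have a fitted effect of over 45% in size; temperature-sensitive fusion mutants such as fzo1-1 at 37 °C on non-fermentable ethanol glycerol medium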
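S. cerevisiae fusion-defective temperature-sensitive mutants (e.g. fzo1-1, mgm1-5) grown 48 h at 37C in YPEG (ethanol/glycerol non-fermentable) medium with 23 nl compound per well; growth rescue read as CellTiterGlo luminescence.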
a7 integrin act – qHTS for Activators of Integrin-Mediated Alleviation for Muscular Dystrophy | alpha7betagal myoblasts, beta-gal FDG fluorescence, 48 h | Potency, µM (top dose mostly 38.3 µM), without a hit: at the highest dose activation, actives largely listed as activators | 350,000 compounds, 0.064% hits;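 also: potency is read from the fitted curve at half-maximal effect; 100% = response of the positive control SU9516; nearly all actives have a fitted effect of over 60% in size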
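Alpha7betagal+/- myoblasts (passage 13) were plated 16-24 hr, then exposed to compounds (1:260 dilution of DMSO stock) for 48 hours at 37C. After MPER lysis, β-galactosidase reporter activity was read as FDG fluorescence (ex 480/em 540) after 30 minutes.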
TSHR antagonist – Antagonists of the Thyroid Stimulating Hormone Receptor: HTS campaign; TSHR-expressing cells, TSH-stimulated cAMP HTRF, 2 h; active compounds read low; activity change, negative = inhibition, % at 11.5 µM; 330,000 compounds, 0.2% hits;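 active = activity change below a set negative limit, meaning inhibition stronger than a set level, cut at about -70% in these data; inconclusive = activity change between two set negative limits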; also: % is scaled to controls: 0 for no effect and ±100 for the full control effect
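Cell-based HTRF cAMP assay; TSHR cells + compound, TSH EC80 (4nM final), 2 h, 37 deg C. Lysis with anti-cAMP cryptate and cAMP-d2, 30 min RT, read 665/620 nm.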
S-ASM inh – Inhibitors of Secretory Acid Sphingomyelinase (S-ASM): qHTS. placental ASM, HMU-PC fluorogenic substrate, 60 min. Potency, µM (series often up to 57.5 µM), inactives show at the top dose activity change, negative = inhibition, hits mostly inhibitors. 340,000 compounds, 0.006% hits. AID 504937, 2011; also: potency is read from the fitted curve at half-maximal effect
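Fluorogenic HMU-PC substrate (9 uM final) is turned over by placental ASM in 60 min at 37 C after a 10 min compound preincubation. Reaction ended by alkaline stop (pH 10), with fluorescence read at 386/447 nm.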
Chronic BCR inh – qHTS Assay to Find Inhibitors of Chronic Active B-Cell Receptor Signaling; ABC-DLBCL IkBa-CBG/CBR reporter, luminescence ratio, 4 h; Potency, µM (doses to about 46.1 µM), inactives show at the highest dose ratio change, negative = lower green/red ratio, most hits filed as inhibitors; 340,000 compounds, 0.05% hits; AID 493014, 2011; active = well fitted inhibition curve with a large enough effect in the signal ratio, with a control signal flat, not every such curve was filed as active; inconclusive = small, poorly fitted or top-dose-only effect, or effect the other way, or a change in a side signal; the % refers to the signal ratio;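 also: potency is read from the fitted curve at half-maximal effect; plate controls were basal doxycycline-induced cells for no effect and cells given 10 µM MG132 for full effect; MG132 reads +100%, hits lower the ratio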
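Cell line TMD8 (human ABC DLBCL), stably expressing tet-inducible CBG68-IkBa fusion and CBR; IMDM/0.5% FBS; cpd up to 46 uM; dox induction, 4 h, 37C/5% CO2; dual luminescence; green/red ratio; MG132 control.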
PTAP TSG101 blk – qHTS Assay for Iinhibitors of HIV-1 Budding by Blocking the Interaction of PTAP/TSG101. Fluorescence polarization, FITC-PTAP peptide / Tsg101 binding. Potency, µM (series often up to 115 µM), for the others: at the top dose activity change, negative = inhibition, hits mostly inhibitors. 340,000 tested, under 10 active. AID 493005, 2010; active = well fitted inhibition curve with a large enough effect in the main read-out, with a control signal flat, not every such curve was filed as active; inconclusive = small, poorly fitted or top-dose-only effect, or effect the other way, or a change in a side signal; inactive = no such curve, though single readings can be large or run the other way; also: potency is read from the fitted curve at half-maximal effect; % of control where 0% means no effect
Target sequence (Q99816 whole entry, looked up): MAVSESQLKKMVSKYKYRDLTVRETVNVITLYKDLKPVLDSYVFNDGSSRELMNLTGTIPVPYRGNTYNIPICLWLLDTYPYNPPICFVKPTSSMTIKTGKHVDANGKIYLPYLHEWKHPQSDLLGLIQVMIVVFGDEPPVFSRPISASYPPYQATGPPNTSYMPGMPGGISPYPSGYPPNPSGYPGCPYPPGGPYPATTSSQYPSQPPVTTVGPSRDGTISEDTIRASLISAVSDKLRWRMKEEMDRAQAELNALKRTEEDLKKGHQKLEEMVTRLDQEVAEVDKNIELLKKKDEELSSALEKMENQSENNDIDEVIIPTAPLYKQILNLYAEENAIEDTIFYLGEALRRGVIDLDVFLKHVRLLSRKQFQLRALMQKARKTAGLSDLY
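Compounds were pin-transferred onto Tsg101 binding domain (10 uM final) in HEPES pH 7.5 buffer, then FITC-PTAP peptide was added at 50 nM final. After 20 min at RT, polarization reported peptide displacement across a qHTS concentration series.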
ELG1 DNA repair – qHTS screen for small molecules that inhibit ELG1-dependent DNA repair in human embryonic kidney (HEK293T) cells expressing luciferase-tagged ELG1 | 330,000 compounds, 2.3% hits | HEK293T ELG1-luciferase reporter, luminescence, 16 h; DNA damage induced by 5-fluorouridine | AID 504467, 2011 | Potency, µM (titrated, usually from 46.1 µM), for inactives: at the top dose activity change, negative = inhibition, hits mostly inhibitors; also: potency is read from the fitted curve at half-maximal effect; % is scaled to controls: 0 for no effect and ±100 for the full control effect; nearly all actives have a fitted effect of over 55% in size
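Step one: seed 2,000 cells per well. Step two: pin-transfer compound or DMSO alongside 5-fluorouridine. Step three: incubate 16 hr, 37 °C, 5% CO2. Step four: add ONE-Glo, wait 30 min, read luminescence.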
Eya2 phos inh – qHTS Assay for Inhibitors of the Phosphatase Activity of Eya2; Protein phosphatase EYA2 (Homo sapiens), O00167; recombinant Eya2, OMFP fluorescence dephosphorylation (OMFP is methylfluorescein phosphate); Potency, µM (doses to about 76.9 µM), for the others: at the top dose activity, negative = inhibition, hits mostly inhibitors; 330,000 compounds, 0.006% hits; AID 488837, 2010; also: potency is read from the fitted curve at half-maximal effect; % is scaled to controls: 0 for no effect and ±100 for the full control effect
Target sequence (O00167 whole entry, looked up): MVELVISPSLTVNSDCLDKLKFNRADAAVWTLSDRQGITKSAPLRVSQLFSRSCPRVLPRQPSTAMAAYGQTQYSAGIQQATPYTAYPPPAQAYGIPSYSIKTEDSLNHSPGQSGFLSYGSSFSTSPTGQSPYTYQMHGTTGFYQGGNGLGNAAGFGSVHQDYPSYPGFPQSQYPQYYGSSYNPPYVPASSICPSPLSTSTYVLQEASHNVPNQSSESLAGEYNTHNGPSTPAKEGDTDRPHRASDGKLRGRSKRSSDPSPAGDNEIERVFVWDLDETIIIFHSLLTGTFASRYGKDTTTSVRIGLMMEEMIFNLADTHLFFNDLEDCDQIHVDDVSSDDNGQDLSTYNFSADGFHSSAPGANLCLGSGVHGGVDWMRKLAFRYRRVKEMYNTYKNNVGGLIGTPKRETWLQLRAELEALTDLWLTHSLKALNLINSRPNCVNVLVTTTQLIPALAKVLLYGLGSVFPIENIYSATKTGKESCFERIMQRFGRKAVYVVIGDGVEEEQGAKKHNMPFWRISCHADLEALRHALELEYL
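Eya2 protein (added as 0.2 uM solution) was preincubated with compound for 10 min at ambient temperature in 50 mM HEPES pH 7.5, 50 mM NaCl, 5 uM MgCl2, 0.05% BSA, 1 mM DTT. OMFP (added at 50 uM) then reacted 10 min; fluorescence read at 485/525 nm.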
Tb PFK block – qHTS Assay to Find Inhibitors of T. brucei phosphofructokinase; Potency, µM (titrated, usually from 57.5 µM), inactives show at the top dose activity, negative = inhibition, most hits filed as inhibitors; ATP-dependent 6-phosphofructokinase (Trypanosoma brucei brucei), O15648; T. brucei PFK, ADP-Glo luminescence; 330,000 compounds, 0.17% hits;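 also: potency is read from the fitted curve at half-maximal effect; 0% = uninhibited 1x PFK enzyme wells and -100% = no-enzyme wells; nearly all actives have a fitted effect of over 60% in size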
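Luminescent ADP detection (ADP-Glo, two-step: ATP depletion then ADP-to-ATP conversion for luciferase) reported PFK activity after 45 min room-temperature reaction of 1.25 nM enzyme with 0.5 mM F6P and 0.1 mM ATP at pH 8.0.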
AT treatment – qHTS Assay for Identifying a Potential Treatment of Ataxia-Telangiectasia; […] A-T fibroblasts, KAP-1 phosphorylation AlphaLISA; neocarzinostatin DNA damage 30 min before lysis; Potency, µM (series often up to 57.5 µM), without a hit: at the highest dose activation, actives largely listed as activators; 320,000 compounds, 0.19% hits; also: potency is read from the fitted curve at half-maximal effect; % of control where 0% means no effect; nearly all actives have a fitted effect of over 45% in size
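ATM-like activity read as KAP-1 phosphorylation via AlphaLISA donor/acceptor antibody pairs after lysis and 6 hr at 25C. Cells were ATM-null patient fibroblasts ([…], hTERT), dosed 60 min, then exposed to the DSB inducer NCS for 30 min.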
The depositor's hits bear a star; ? = inconclusive; · = no result given; [ ] = another dose, or the depositor's remark. Unless noted, calls follow the shape of the dose curve; as a rule, active = well fitted curve in the direction sought with a large enough effect; inconclusive = small, poorly fitted or top-dose-only effect, or another doubt; inactive = no such curve, though single readings can be large; an effect the other way counts as inactive or inconclusive. Compounds as they come. About 3.2% of those tested had a hit in this group.

Sample of the layout:
SMILES	TCR act	Mito fusion act	a7 integrin act	TSHR antagonist	S-ASM inh	Chronic BCR inh	PTAP TSG101 blk	ELG1 DNA repair	Eya2 phos inh	Tb PFK block	AT treatment
CN(C)S(=O)(=O)c1cccc(NC(=S)NCc2ccco2)c1	0.3%	-4.5%	3.2%	47.5	0.3%	0.3%	1.3%	?	8.8%	-2.1%	5.1%
CCOc1ccccc1N1C(=O)c2ccc(S(=O)(=O)c3ccc(C(=O)O)cc3)cc2C1=O	-11.5%	-2.6%	8.8%	5.4	7.1%	-9.6%	-1.3%	0.0%	-19.7%	2.1%	-0.3%
Cc1cc(=O)oc2cc(OCC(=O)NC3CC(C)(C)NC(C)(C)C3)c(Cl)cc12	-2.1%	-7.7%	-58.4%[inhibitor]	-0.3	-0.1%	-12.1%	-3.1%	-1.7%	-5.2%	3.0%	1.3%
COc1ccccc1CNC(=O)CCC(=O)N1CC(C)Sc2ccccc21 (configuration not stated)	3.8%	1.3%	19.8%	21.9	-5.1%	3.7%	-1.1%	5.3%	0.3%	0.1%	-1.1%

All compounds of this part, repeating the preview:
SMILES	TCR act	Mito fusion act	a7 integrin act	TSHR antagonist	S-ASM inh	Chronic BCR inh	PTAP TSG101 blk	ELG1 DNA repair	Eya2 phos inh	Tb PFK block	AT treatment
CN(C)S(=O)(=O)c1cccc(NC(=S)NCc2ccco2)c1	0.3%	-4.5%	3.2%	47.5	0.3%	0.3%	1.3%	?	8.8%	-2.1%	5.1%
CCOc1ccccc1N1C(=O)c2ccc(S(=O)(=O)c3ccc(C(=O)O)cc3)cc2C1=O	-11.5%	-2.6%	8.8%	5.4	7.1%	-9.6%	-1.3%	0.0%	-19.7%	2.1%	-0.3%
Cc1cc(=O)oc2cc(OCC(=O)NC3CC(C)(C)NC(C)(C)C3)c(Cl)cc12	-2.1%	-7.7%	-58.4%[inhibitor]	-0.3	-0.1%	-12.1%	-3.1%	-1.7%	-5.2%	3.0%	1.3%
COc1ccccc1CNC(=O)CCC(=O)N1CC(C)Sc2ccccc21 (configuration not stated)	3.8%	1.3%	19.8%	21.9	-5.1%	3.7%	-1.1%	5.3%	0.3%	0.1%	-1.1%
CC1(NC(=O)CSc2nnc(-c3c[nH]c4ccccc34)n2C2CC2)CCS(=O)(=O)C1 (configuration not stated)	-14.5%	2.1%	23.2%	1.6	-0.7%	-0.5%	-1.5%	-1.8%	3.5%	-5.2%	16.9%
O=C(NCC1COc2ccccc2O1)c1ccco1 (configuration not stated)	1.8%	-2.8%	23.9%	-5.2	1.7%	?	-1.3%	?	5.1%	-1.7%	-1.8%
COc1ccc(CNC(=O)CN(Cc2ccccc2)C(=O)c2csnn2)cc1	-0.3%	2.7%	13.4%	4.6	4.6%	3.4%	-2.9%	-0.4%	12.1%	-3.0%	-4.6%
CC(C)NC(=O)Nc1ccc(Br)cc1Cl	5.5%	6.5%	-0.3%	-6.1	-0.1%	?	-0.4%	-6.6%	-7.1%	-9.0%	1.7%
Cc1cccc(CC(=O)NC2CCS(=O)(=O)C2)c1 (configuration not stated)	6.9%	-1.9%	5.5%	38.7	2.5%	0.7%	-1.6%	?	7.0%	-6.6%	-6.0%
COc1ccc(C2c3[nH]c4ccccc4c3C[C@H]3C(=O)N(C4CCN(Cc5ccccc5)CC4)CC(=O)N23)cc1OC (some centres not stated)	-6.4%	2.3%	-33.6%	2.6	-0.2%	-9.0%	-0.2%	-6.7%	-1.1%	5.3%	0.0%
COc1ccc(N2CSC3=C(C#N)C(c4cccc(OC)c4OC)CC(=O)N3C2)cc1 (configuration not stated)	-6.6%	5.9%	-7.5%	3.6	0.4%	?	0.0%	?	-0.3%	-8.8%	0.9%
O=C(COC(=O)/C=C/c1ccc(Cl)cc1)NC1CCCC1	-0.6%	-1.2%	2.6%	40.0	-1.0%	-1.3%	-2.5%	14.4%	-3.3%	?	-5.5%
Cc1cc(NC(=O)c2ccc(C#N)cc2)n(-c2ccccn2)n1	5.7%	-3.7%	0.0%	10.0	0.6%	-0.3%	-4.5%	13.2%	10.5%	-5.2%	8.9%
O=C(NCc1ccco1)/C(=C/C=C\c1ccccc1)NC(=O)c1ccc(Br)o1	5.3%[46.1 µM]	-5.5%	30.0%	28.9	-1.1%	-2.0%	-8.0%	?	1.4%	-0.2%	-18.2%
COc1ccc(OCC(=O)Nc2cccc(C(C)=O)c2)cc1	-2.1%	5.5%	5.0%	-4.6	0.0%	?	-2.1%	-4.8%	-14.2%[15.4 µM]	-3.4%	-1.6%
CC(C)N(Cc1nc(-c2ccccc2)no1)C(=O)c1ccc2c(c1)OCO2	·	7.3%	-9.9%	-1.2	-2.0%	-0.7%	-6.7%	-29.5%	8.1%	-3.4%	-0.3%

Ordered by the number under a7 integrin act (low to high): three from the list above.
SMILES	a7 integrin act
COc1ccccc1CNC(=O)CCC(=O)N1CC(C)Sc2ccccc21 (configuration not stated)	19.8%
O=C(NCC1COc2ccccc2O1)c1ccco1 (configuration not stated)	23.9%
O=C(NCc1ccco1)/C(=C/C=C\c1ccccc1)NC(=O)c1ccc(Br)o1	30.0%
